Bioassay records: PubChem, several laboratories
cardiac RTF act: increases calcium sensitivity of human cardiac regulated thin filaments; P19429+P45379; IANBD-labeled TnC RTF fluorescence at EC20 calcium; 0% EC20 calcium, 100% full calcium; activation, % at 7.2 µM; 340,000 tested, 0.24% active; AID 493008;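 active means activation above the mean over all tested compounds plus 3 SD, cut at about 30% in these data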;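 further: rise in fluorescence read as greater calcium sensitivity of cardiac thin filaments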
PKA-R2B activ: activates the human PKA-R2B holoenzyme complex. P22694+P31323. PKA-R2B holoenzyme dissociation, Cy5-IP20 fluorescence polarization; R2B truncated from residue 108, S112A mutant; 0% DMSO only, 100% 113 µM cGMP. activation, % at 11.4 µM. 340,000 tested, 0.079% active. AID 504700;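 active means activation above a cutoff set at the mean over all compounds plus 3 SD, cut at about 18% in these data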;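 further: higher means more holoenzyme dissociation and a rise in polarization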
Target sequence (P31323 whole entry, looked up, other chains not shown, the tested form may be a part): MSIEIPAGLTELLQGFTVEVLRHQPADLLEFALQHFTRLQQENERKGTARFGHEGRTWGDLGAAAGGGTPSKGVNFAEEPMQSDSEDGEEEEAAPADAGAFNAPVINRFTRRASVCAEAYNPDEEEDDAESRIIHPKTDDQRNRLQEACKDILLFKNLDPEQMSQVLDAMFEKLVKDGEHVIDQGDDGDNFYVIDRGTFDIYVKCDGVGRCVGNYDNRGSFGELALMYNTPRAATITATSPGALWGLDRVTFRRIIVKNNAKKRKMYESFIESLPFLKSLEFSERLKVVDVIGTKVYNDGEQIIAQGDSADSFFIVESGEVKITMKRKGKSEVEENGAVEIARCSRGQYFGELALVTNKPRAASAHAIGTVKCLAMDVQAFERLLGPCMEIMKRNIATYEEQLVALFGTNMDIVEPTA
SR-BI DiI-HDL act: SR-BI HDL lipid transfer activation. 320,000 tested, 0.096% active. CHO ldlA[mSR-BI] cells, DiI-HDL uptake fluorescence, 3 h; 100 = double the neutral-control signal. activation, % at 12.5 µM;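 active means mean replicate activation of at least 60% and every replicate at or above 60%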;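 further: 0% = median plate neutral-control signal and 100% = twice that signal; values of inactives mirror those of a sister screen read the other way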
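Test system: SR-BI-overexpressing, LDLR-lacking CHO cells; Also added: labelled HDL, 10 µg/mL; Measured by: bottom-read cell fluorescence after medium removal, ex 550/em 595 nm; Timing: 3 h uptake period with compound, 37 °C; Buffer or medium: F12, 0.5% BSA, 25 mM HEPES; Doses: single compound concentration, delivered by pin transfer.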
Cardiac RTF inh: cardiac RTF calcium desensitization. P19429+P45379. IANBD-labeled cardiac RTF, Ca2+ fluorescence. inhibition, % at 7.15 µM. 340,000 tested, 0.12% active. AID 493244;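 active means inhibition above the mean inhibition of all tested compounds plus 3 SD, cut at about 17% in these data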;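 further: assay run at fixed EC70 calcium of 1.6 mM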
C-LANA FP: inhibitors of KSHV LANA C-terminal domain DNA binding. 340,000 tested, 0.078% active. MBP-C-LANA/FAM-LBS DNA binding, fluorescence polarization. inhibition, % at 9 µM;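 active means highest replicate inhibition at or above 60% at 9 µM, even if other replicates fall short; inactive means all replicates below 60% inhibition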;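 further: 0% = neutral control wells and 100% = 4 µM acridine orange control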
CAL PDZ FP-1: CAL PDZ (human) peptide binding inhibition; AID 602252; inhibition, % at 24.9 µM; purified CAL PDZ, TMR-peptide fluorescence polarization, 1 h; Q9HD26; 300,000 tested, 0.92% active;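 active means mean inhibition of at least 30% with at least half of replicates also reaching 30%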;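 further: 0% = DMSO neutral control and 100% = excess unlabeled competitor peptide PRC23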
CAL PDZ FP-2: blocks peptide binding to human CAL PDZ domain | Q9HD26 | purified CAL PDZ, TMR-peptide fluorescence polarization, 1 h | inhibition, % at 20 µM | 330,000 tested, 0.02% active | AID 504414;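 active means highest replicate inhibition of at least 40%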;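 further: plate controls were DMSO neutral control wells for no effect and unlabeled competitor peptide control wells for full effect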
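Material: tagged CAL PDZ protein CerCALP, purified; buffer or medium: sodium phosphate/NaCl buffer pH 7.4 with TCEP, IgG, Thesit; also added: fluorescent TMR peptide probe; schedule: 1 h incubation at room temperature before polarization reading; technique: fluorescence polarization from S- and P-plane intensities, G-factor corrected; control set: unlabelled peptide and DMSO controls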
DAGLB inhibitor: diacylglycerol lipase beta (human) inhibition; HEK293T DAGLB membrane lysate, EnzChek fluorogenic substrate; inhibition, % at 5.17 µM; 340,000 tested, 0.059% active; in the data active means inhibition above about 34%;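 further: 0% = enzyme with vehicle and 100% = wells lacking enzyme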
Keap1-Nrf2 PPI: disrupts human Keap1 binding to Nrf2 peptide. inhibition, % at 9.4 µM. 340,000 tested, 0.15% active. Q14145. Keap1 Kelch-Nrf2 peptide fluorescence polarization, 1536-well; in the data active means inhibition above about 12%;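 further: human Keap1 Kelch domain with fluorescein labeled Nrf2 9mer peptide probe; 0% = neutral control wells and 100% = peptide positive control; higher means more block of Keap1 binding to Nrf2 peptide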
Rtt109 HAT inh: blocks Candida albicans Rtt109/Vps75 acetyltransferase activity. Q5AAJ8. purified Rtt109/Vps75, ThioGlo CoA-SH fluorescence, 4 h. inhibition, % at 34.9 µM. 330,000 tested, 0.16% active;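 active means inhibition of at least 50% in every replicate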
Target sequence (Q5AAJ8 whole entry, looked up): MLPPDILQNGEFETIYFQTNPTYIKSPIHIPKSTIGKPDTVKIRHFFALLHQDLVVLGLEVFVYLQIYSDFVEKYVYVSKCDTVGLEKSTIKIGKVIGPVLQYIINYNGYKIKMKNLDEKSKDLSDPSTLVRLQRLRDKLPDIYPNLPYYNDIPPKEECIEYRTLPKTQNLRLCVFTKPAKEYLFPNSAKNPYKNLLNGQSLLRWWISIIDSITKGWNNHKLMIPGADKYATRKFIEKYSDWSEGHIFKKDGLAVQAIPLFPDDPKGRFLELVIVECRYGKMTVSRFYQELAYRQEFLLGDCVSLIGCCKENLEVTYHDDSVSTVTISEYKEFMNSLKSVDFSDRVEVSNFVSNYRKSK
* hit, by the source's call; / = not tested or not shown; & = joins results of further samples.

SMILES | cardiac RTF act | PKA-R2B activ | SR-BI DiI-HDL act | Cardiac RTF inh | C-LANA FP | CAL PDZ FP-1 | CAL PDZ FP-2 | DAGLB inhibitor | Keap1-Nrf2 PPI | Rtt109 HAT inh
O=C(CS(=O)(=O)Cc1ccccc1)NCc1ccc2c(c1)OCO2 | -6 | -1 | -2 | -14 | -0.6 | -5 | 0.7 | -2 | -2 | 11
Cc1ccc(CN2CCCC(CO)(Cc3ccccc3C)C2)s1 (centres undefined) | 8 | -18 | -2 | -4 | -1.2 | / | -1.9 | -2 | -2 | 10
Cc1nc(-c2cccc(NC(=O)C(C)Oc3ccccc3)c2)cs1 (centres undefined) | 1 | 3 | 2 | 3 | 0.9 | -6 | -1.1 | -2 | 2 | -5
COc1ccccc1N(CC(=O)N1CCN(c2ccc(F)cc2)CC1)S(=O)(=O)c1ccc(C)cc1 | 1 | 6 | -1 | 2 | 0.3 | 55* | -1.5 | -2 | -7 | -24
CC1CCCN(CCCNC(=O)C2CC(=O)N(c3ccc(F)c(Cl)c3)C2)C1 (centres undefined) | 2 | -8 | 25 | -3 | -2.5 | -1 | -0.9 | 0 | 4 | /
Fc1ccc(CSc2nncn2NC/C=C/c2ccccc2)cc1 | -3 | 0 | -1 | -5 | 2.8 | -3 | 0.4 | -5 | -1 | 6
CCN(CC)CCNC(=O)c1ccc(NC(=O)c2cc(S(=O)(=O)N3CCCCC3)ccc2N2CCOCC2)cc1 | 5 | 3 | 53 | -7 | 2.9 | -17 | -1.8 | 2 | -7 | -2
Cc1ccc(S(=O)(=O)N2CCN(C(=O)c3ccc(-n4cncn4)c([N+](=O)[O-])c3)CC2)cc1C | -1 | -2 | 11 | -2 | -0.6 | -2 | -2.0 | 0 | 1 | 7
O=C(c1ccc2nc(Cc3cccc(Cl)c3)oc2c1)N1CCC(CO)CC1 | -1 | -1 | 0 | -4 | -0.6 | -7 | -0.9 | 0 | -5 | 5
O=C1CN(C(=O)COc2ccc(Br)cc2Br)c2ccccc2N1 | 3 | -1 | -15 | 3 | 0.0 | -5 | -1.2 | -1 | -2 | /
O=C(NCc1cccnc1)Nc1cccc(Cl)c1Cl | -5 | 5 | 13 | -2 | 0.8 | 0 | -2.2 | -1 | -3 | -9
COc1ccc(OCCOC(=O)c2[nH]c(C)c(C(C)=O)c2C)cc1 | -3 | -3 | -17 | -6 | 2.0 | -1 | -2.1 | -1 | 5 | -2
CCOCCCn1c(=S)[nH]c2cc(C(=O)N3CCN(C)CC3)ccc2c1=O | 1 | -9 | 4 | -10 | 0.9 | -4 | -0.1 | 2 | -6 | -11
Cn1nc(-c2ccccc2)c(C(=O)Nc2ccc(Cl)cc2)c1Cl | 1 | 7 | 1 | 1 | -1.6 | -3 | 0.0 | 0 | 0 | 1
Cc1ccc2nc(-c3ccccn3)[nH]c2c1 | -3 | 5 | 1 | 1 | 0.2 | 3 | -1.1 | 1 | 1 | 1
O=C(C=Cc1ccc2c(c1)OCO2)c1ccccc1 | -1 | -12 | 23 | -14 | 0.5 | / | -1.3 | -11 | -4 | -6
O=C1NCC(O)=C1C=NC12CC3CC(CC(C3)C1)C2 | 5&6 | 3&1 | 6&4 | 9&0 | 1.5&0.1 | -6&19 | -0.8&-2.3 | 4&2 | 0&-1 | -1
Cc1c(NC(=O)CN2C(=O)C(=O)N(Cc3ccccc3)C2=O)c(=O)n(-c2ccccc2)n1C | 1 | 0 | 40 | 0 | 0.6 | 3 | -0.3 | 1 | 1 | 3
O=[N+]([O-])c1cccc(S(=O)(=O)NCc2ccccn2)c1 | -2 | -3 | -3 | -4 | -1.3 | -4 | -2.3 | 0 | -5 | 3
CC(C)OCCCNC(=O)C(C)Oc1ccccc1 (centres undefined) | 1 | -3 | 30 | 2 | 1.1 | -3 | -1.3 | -3 | -3 | 11
COc1cc(CNn2nnnc2N)ccc1OCC(=O)NC(C)(C)C | 1 | -10 | 7 | -1 | -0.1 | / | -0.2 | 0 | 4 | -16
COc1ccc(C(=O)NC(Oc2ccccc2)C(Cl)(Cl)Cl)cc1 (centres undefined) | -7 | -13 | -6 | -3 | 1.4 | 3 | -1.2 | -5 | 0 | 4
Cc1nc2sc(C(=O)Nc3ccccc3)c(N)c2c(C)c1[N+](=O)[O-] | -4 | 2 | -43 | 2 | 0.6 | -7 | -1.8 | 0 | -2 | 0
O=C(OCC(=O)N1CCN(c2ccc(F)cc2)CC1)c1cnc2ccccc2n1 | 12 | -1 | 3 | -10 | 0.2 | / | 0.7 | 0 | -1 | -3
CCOP(=O)(c1ccc(N(C)C)cc1)C(O)c1c(Cl)cccc1Cl (centres undefined) | -5 | -1 | -5 | 4 | -1.1 | -1 | 0.8 | 1 | -5 | 0
Cn1c(=O)n(C)c2cc(C(N)=O)ccc21 | 3 | -3 | -4 | 1 | -0.6 | 0 | 0.7 | -2 | -1 | 11
CN(Cc1ccccc1)C(=O)c1ccccc1NC(=O)c1ccccc1 | 0 | -7 | 13 | -3 | -0.1 | -1 | -0.1 | -4 | 2 | -5
CCC(C)(C)NC(=O)CN(C(=O)c1csnn1)c1ccccc1-c1ccccc1 | -4 | -9 | 8 | 4 | -0.4 | -5 | / | -2 | -5 | -12
CCn1c(SCC(=O)Nc2ccccc2C(=O)OC)nnc1-c1cccc(C)c1 | 7 | 15 | -23 | -7 | -0.1 | -4 | -0.3 | 2 | -3 | 4
CC(=O)C1C(=O)CC(c2ccc(Cl)cc2)CC1=O (centres undefined) | -2 | -1 | 3 | 1 | -1.4 | / | -0.6 | 0 | -7 | -6
CC(C)n1cc(C#N)c(N)n1 | -4 | -12 | 13 | -12 | -0.6 | 19 | -0.4 | -2 | 1 | -2
Fc1ccc(-n2nnc(-c3cccnc3Cl)n2)cc1 | 10 | -17 | 12 | -9 | -0.8 | -2 | 0.4 | -10 | -4 | -1
COc1ccc(-n2nc(C(N)=O)c(O)cc2=O)cc1 | 0 | 0 | 2 | -8 | 0.0 | 1 | -0.7 | -1 | -3 | -15
O=C(Nc1ccccc1C(=O)N/N=C/c1ccco1)c1ccc(F)cc1 | 16 | -2 | -3 | -13 | 1.1 | 1 | -2.4 | -2 | -3 | -3
CN(C)c1ccc(C(=S)N2CCCCC2)cc1 | 2 | -8 | 7 | 0 | 1.9 | 2 | 1.6 | -2 | 1 | 9
COCCNC(=O)C(c1ccc(C)o1)N(Cc1ccco1)C(=O)c1snc(C(N)=O)c1N (centres undefined) | -4 | -10 | 0 | -3 | 0.4 | -1 | -2.4 | -1 | 3 | -12
CCNc1nc(NCC)nc(OCCOC(=O)c2ccccc2)n1 | -1 | -8 | -7 | 7 | -0.7 | -4 | 0.3 | 1 | -7 | 0
CCCCNCCS(=O)(=O)NCc1ccccc1 | -4 | 4 | 3 | -7 | -2.9 | -4 | 0.2 | -2 | -3 | -9
C=C1[C@@H](OC(C)=O)CC[C@]2(C)[C@@H]1C[C@@H]1C[C@H](OC(C)=O)C(C)=C([C@@H](OC(C)=O)[C@@H]2OC(C)=O)C1(C)C | -2 | -3 | 15 | 5 | -0.2 | -2 | 1.0 | -2 | -3 | -4
COCCn1c(=NC(=O)c2ccc(S(=O)(=O)N3CCCc4ccccc43)cc2)sc2cc(S(C)(=O)=O)ccc21 | 2 | -9 | -19 | -1 | -3.1 | -3 | -3.6 | -4 | -3 | -16
Cc1cc(C)c2c(=O)n(CC(=O)Nc3ccc(Cl)cc3)sc2n1 | -3 | -1 | / | 4 | -1.7 | -4 | -3.3 | 1 | 2 | /
O=C(Nc1ccncc1)C1CC(=O)N(c2ccccc2)C1 (centres undefined) | 8 | -2 | -17 | -1 | -0.3 | / | 0.7 | -5 | -1 | -9
Cn1c(O)c(C(C#N)=C2N=c3ccccc3=N2)c2ccccc21 | 10 | -5 | -9 | 2 | -1.0 | 1 | 1.0 | -1 | 0 | -6
Cc1ccc(S(=O)(=O)NCCC(=O)OCC(=O)Nc2cccc(S(=O)(=O)NC3=NCCCCC3)c2)cc1 | 2 | -10 | -14 | 0 | 5.7 | -3 | 1.6 | -3 | -8 | 3
Cn1nc([N+](=O)[O-])nc1Oc1ccc2ccccc2c1 | 1 | -1 | -2 | -1 | 0.7 | -23 | 0.7 | 0 | 0 | -3
Cc1cc(C)c(S(=O)(=O)NCc2cccnc2)cc1C | -7 | -2 | -30 | 4 | 0.8 | -2 | -0.2 | 2 | 0 | -3
Cn1cnnc1SCC(=O)Nc1cc(S(=O)(=O)N2CCCCCC2)ccc1Cl | 4 | -4 | -41 | -23 | -0.5 | -3 | -0.2 | 2 | -2 | 9
CN1CCN(Cc2nc3ccccc3c(=O)n2Cc2nc(-c3ccccc3F)cs2)CC1 | -15 | -1 | 26 | -9 | 0.5 | -5 | -1.3 | -2 | -4 | 1
O=C(O)c1cc2ccccc2c2cc(Br)ccc12 | 6 | -8 | 19 | -10 | -0.5 | -6 | -0.9 | 6 | -5 | 2
CCCSCCCNC(=O)c1ccc(NC(=O)C2=CSCCO2)cc1 | 3 | 3 | -34 | 0 | -0.9 | -6 | -2.1 | -2 | -6 | -1
CCOc1ccc(CCNC(=O)c2ccc(CS(=O)Cc3ccc(Cl)cc3)o2)cc1 (centres undefined) | 3 | 3 | -32 | 2 | -0.7 | / | -1.3 | -1 | -4 | -5
CC(C)[C@H](NC(=O)c1ccco1)C(=O)NCc1ccccc1 | -2 | -6 | / | -13 | 0.4 | -5 | -3.9 | 1 | 2 | -7
COc1ccc(CC(=O)NCC(=O)N=Nc2c(O)[nH]c3ccccc23)cc1 | -6 | -5 | -1 | -5 | -0.3 | -4 | -0.8 | -1 | -2 | -1
O=C(OC1CCOC1=O)C1CCN(S(=O)(=O)c2ccccc2)CC1 (centres undefined) | -1 | 5 | / | -9 | -1.2 | -1 | -1.4 | 2 | -3 | -2
COc1ccc(NC(=O)CN(C)C(=O)CNC(=O)c2cccs2)cc1 | -2 | -9 | 22 | -1 | -1.4 | -3 | -1.3 | -3 | 2 | 4
